MEX-5 binding: C. elegans MEX-5 TCR-2 RNA binding activity; Q9XUB2; actives 0.38% (n = 300,000); MEX-5/FITC-TCR2 RNA binding, fluorescence polarization; hits give low values; activity score (negative = inhibition of binding), % at 10 µM; AID 1832;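 active means inhibition past about -25% in most replicates, and total fluorescence under double the plate's negative control median, limit read from the data; inconclusive means replicates evenly split on the limit, or fluorescence at least double controls; inactive means too little inhibition in most replicates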;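 further: 0% = DMSO and -100% = 5 µM competing unlabeled TCR2 RNA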
Target sequence (Q9XUB2 whole entry, looked up): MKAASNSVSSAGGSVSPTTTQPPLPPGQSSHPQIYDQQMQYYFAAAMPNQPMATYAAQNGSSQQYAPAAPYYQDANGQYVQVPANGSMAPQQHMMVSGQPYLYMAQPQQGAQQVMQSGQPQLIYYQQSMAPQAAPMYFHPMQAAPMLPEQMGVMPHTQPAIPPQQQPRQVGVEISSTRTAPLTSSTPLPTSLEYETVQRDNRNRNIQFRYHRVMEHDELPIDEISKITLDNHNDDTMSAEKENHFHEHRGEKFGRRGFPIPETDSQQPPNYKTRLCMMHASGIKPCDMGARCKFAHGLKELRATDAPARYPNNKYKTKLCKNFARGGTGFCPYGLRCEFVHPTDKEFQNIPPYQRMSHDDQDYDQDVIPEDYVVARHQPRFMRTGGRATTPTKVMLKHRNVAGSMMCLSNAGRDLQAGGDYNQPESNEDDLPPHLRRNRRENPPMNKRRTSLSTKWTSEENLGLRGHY
PME-1 primary: blocks human protein phosphatase methylesterase 1. recombinant PME-1, FP-Rh probe fluorescence polarization. inhibition, % at 5.9 µM. actives 0.53% (n = 320,000). AID 2130;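 active means inhibition above the campaign mean of all compounds plus 3 SD, cut at about 26% in these data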;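 further: competitive labeling of PME-1 active site by serine hydrolase directed probe; 0% = PME-1 with DMSO and 100% = wells lacking PME-1 enzyme; inhibitors block probe labeling so polarization falls and inhibition rises; many of its hits are not listed in these tables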
MCL1 BIM primary: MCL1-BIM-BH3 interaction inhibition (human); Q07820; GST-MCL1 / FITC-Bim-BH3 fluorescence polarization; actives 0.68% (n = 320,000); inhibition, % at 10.9 µM; AID 2057;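 active means inhibition above the mean inhibition of all tested compounds plus 3 SD, set per campaign, cut at about 40% in these data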;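 further: 0% = DMSO wells and 100% = unlabeled Bim-BH3 peptide control; higher means more loss of mP so more displacement of Bim peptide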
Fam108B inh: counter-screen for RBBP9 inhibitors: inhibitors of mouse Fam108B; recombinant Fam108B, FP-Rh probe fluorescence polarization; inhibition, % at 9.51 µM; actives 0.33% (n = 300,000);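 active means inhibition above the screen mean inhibition plus 3 SD, computed separately per campaign, cut at about 18% in these data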;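 further: inhibitors lower polarization as less probe binds the enzyme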
AHR activator: activates the human aryl hydrocarbon receptor. activation, % at 5 µM. P35869. actives 2.5% (n = 320,000). AHR-responsive luciferase reporter cells, luminescence; in the data active means activation above about 47%;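 further: 0% = vehicle wells and 100% = reference agonist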
pPAFAH inh: inhibitors of human plasma PAF acetylhydrolase (pPAFAH); actives 1.5% (n = 330,000); recombinant pPAFAH, FP-rhodamine probe fluorescence polarization; Q13093; AID 463082; inhibition, % at 3.39 µM;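 active means inhibition above the mean inhibition across the screen plus 3 SD, cut at about 25% in these data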;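 further: inhibitors block binding of the rhodamine activity-based probe so polarization drops; 0% = enzyme with DMSO and 100% = wells lacking pPAFAH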
GLD-1 RNA inh: GLD-1-TGE RNA interaction inhibition (C. elegans). Q17339. purified GLD-1 + fluorescein TGE RNA, fluorescence polarization. inhibition, % at 5.96 µM. actives 0.44% (n = 320,000). AID 2280;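 active means percent inhibition above a per-plate cutoff, the plate mean of test compounds plus 3 SD, cut at about 30% in these data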;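 further: 0% = DMSO wells with GLD-1 and probe and 100% = wells lacking GLD-1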
Bcl-xL primary: Bcl-xL (human) inhibition. GST-Bcl-xL / FITC-Bim BH3 peptide fluorescence polarization. inhibition, % at 10.9 µM. actives 0.7% (n = 320,000);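 active means inhibition above the mean of all tested compounds plus 3 SD, cutoff set per campaign, cut at about 30% in these data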;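 further: 0% = DMSO wells and 100% = unlabeled Bim-BH3 peptide competitor; inhibitors lower millipolarization by displacing the labeled peptide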
Target sequence (Q07817 whole entry, looked up): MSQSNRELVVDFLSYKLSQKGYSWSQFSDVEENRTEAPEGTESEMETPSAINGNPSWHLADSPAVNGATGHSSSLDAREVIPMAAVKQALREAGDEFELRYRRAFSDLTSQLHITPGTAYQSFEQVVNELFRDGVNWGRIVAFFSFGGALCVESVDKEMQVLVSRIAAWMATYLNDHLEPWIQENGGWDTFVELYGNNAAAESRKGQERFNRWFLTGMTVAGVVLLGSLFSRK
PAFAH1B2 FP inh: blocks human PAF acetylhydrolase 1b catalytic subunit 2. P68402. inhibition, % at 3.39 µM. actives 1.2% (n = 340,000). recombinant PAFAH1B2, FP-rhodamine activity probe, fluorescence polarization;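 active means inhibition above the mean of all tested compounds plus 3 SD, cut at about 24% in these data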;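 further: 0% = enzyme with DMSO and 100% = wells lacking PAFAH1B2; many of its hits are not listed in these tables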
* marks the source's active call; other numbers are inactive results; u = inconclusive; x = no result given.

SMILES	MEX-5 binding	PME-1 primary	MCL1 BIM primary	Fam108B inh	AHR activator	pPAFAH inh	GLD-1 RNA inh	Bcl-xL primary	PAFAH1B2 FP inh
CC(C)(C)C1c2[nH]c3ccccc3c2CCN1CCCn1cccn1 (stereo not given)	-0.5	4	11	-2	11	1	3	11	2
COc1ccc(N2CCN(C(=O)c3c(-c4c(F)cccc4Cl)noc3C)CC2)cc1	1.5	1	-1	0	-2	5	4	6	9
Oc1c(Br)cc(Br)cc1C=Nc1ccc2[nH]ncc2c1	-2.3	6	-16	5	8	8	4	-3	1
COc1ccc(-n2ncc3c2CC(C)(C)CC3NC(=O)c2oc(C)cc2C)cc1 (stereo not given)	-0.1	6	1	-5	4	3	0	4	0
O=C1CCCC2=C1C(c1ccc(Cl)cc1)N1C(=O)CCSC1=N2 (stereo not given)	-0.6	-4	10	3	-1	1	5	5	4
CCCOc1ccc(N2C(=O)CC(NCCNc3ccc([N+](=O)[O-])cn3)C2=O)cc1 (stereo not given)	1.1	2	-5	1	1	1	7	-1	6
CC(C)Cn1c2c(c(O)c(C(=O)Nc3ncccc3O)c1=O)CCCC2	-4.2	7	14	1	4	5	11	12	9
CCCc1nnc(SCC(=O)Nc2ccccc2Cl)n1CC1CCCO1 (stereo not given)	-0.4	-6	-8	-1	2	-4	-5	-2	5
COC(=O)c1cn(CC(=O)N2C(C)CCCC2C)c2ccccc12 (stereo not given)	-0.9	8	-4	-3	4	4	3	1	8
O=C(Nc1ccc2c(c1)OCO2)c1ccc(COc2ccc3c(c2)CCC3)o1	0.9	0	2	6	21	12	6	3	7
COc1ccc(-c2csc(NC(=O)c3cccc(S(=O)(=O)N4CCN(C)CC4)c3)n2)cc1	0.2	-5	-9	-4	2	-1	0	7	5
Cc1onc(-c2c(F)cccc2Cl)c1C(=O)OCc1cnc(Cl)s1	0.4	2	1	-4	3	4	4	1	6
Cc1ccc(-c2csc3ncnc(Oc4cccc5ccc(C)nc45)c23)cc1	-2.4	1	12	-4	0	4	4	5	-2
O=c1[nH]c(Nc2ccc(F)cc2)cc2ccccc12	-15	11	66*	11	13	11	66*	54*	10
CCOc1ccc(N2CC(=O)N/C2=N\c2nc(C)cc(C)n2)cc1	-1.9	-3	9	-5	50*	-5	5	-1	0
O=C(COC(=O)CC1Sc2ccccc2NC1=O)NCc1ccccc1 (stereo not given)	2.9	14	4	2	5	23	7	-3	1
CCOC(=O)CN1C(=O)C(O)(CC(=O)c2ccc3c(c2)CCCC3)c2ccccc21 (stereo not given)	3.0	1	9	-2	9	5	3	3	1
O=C(CC1SC(=O)N(Cc2ccccc2)C1=O)Nc1nccs1 (stereo not given)	-0.7	-3	11	-1	5	0	5	7	7
NC(=O)CC(NC(=O)c1cccc(Br)c1)c1ccc(NC2CCCCCCC2)c([N+](=O)[O-])c1 (stereo not given)	1.7	2	6	2	-2	0	2	4	7
CC(NC(=O)c1cc(-c2ccncc2)nc2ccc(Cl)cc12)C1CCCO1 (stereo not given)	-0.8	2	-8	-2	16	2	-8	-2	0
O=C(Nc1nc2c(Cl)cccc2s1)c1ccc([N+](=O)[O-])o1	0.6	2	6	4	5	3	3	6	14
CCc1ccc(NC(=O)CCNS(=O)(=O)c2cccs2)cc1	0.7	-3	-7	3	3	6	2	-2	3
CCOC(=O)C1CCCN(S(=O)(=O)c2ccc(NC(C)=O)cc2)C1 (stereo not given)	0.5	2	2	4	2	2	1	0	6
C[C@H](NC(=O)c1[nH]cnc1C(=O)Nc1nccs1)c1ccccc1	x	-5	3	x	16	5	5	7	-3
COc1ccccc1OCCC(=O)O	-3.6	-5	-10	-1	-2	1	-1	-2	1
O=C(Nc1c2c(nc3ccccc13)CCCC2)c1ccccc1F	1.2	0	5	-1	12	1	-4	3	1
CCCC(C)NNC(=O)c1cc2ccccc2[nH]1 (stereo not given)	-1.6	8	4	-1	18	4	3	6	1
O=C(NN1C(=O)C2C3c4ccccc4C(c4ccccc43)C2C1=O)c1ccc(Cl)cc1 (stereo not given)	-0.6	-2	1	4	0	0	5	0	3
O=C(c1ccco1)N1CCc2ccccc21	u	7	5	-1	0	3	1	3	7
C=CCSC1=NC(=O)/C(=C/c2cccs2)S1	x	3	8	3	2	4	16	13	0
Cc1cc(C)nc(NC(=O)c2cnc3sccn3c2=O)n1	0.1	2	-4	2	70*	3	4	1	2
CC(=O)Cn1cnc2c(cnn2-c2ccc(C)c(C)c2)c1=O	1.1	1	2	-2	20	1	-1	-1	2
Cc1ccc2c(c1)c(CC(=O)Nc1ccc(C)c(F)c1)c(C(=O)O)n2C	-1.0	1	-1	-4	8	21	8	6	7
COc1cccc(C(=O)Cn2c(Br)nc3c2c(=O)n(C)c(=O)n3C)c1	-1.2	3	-6	-1	10	5	8	-3	0
CCC1CCCCN1C(=O)CCCc1ccccc1 (stereo not given)	-1.9	2	3	4	4	1	-10	2	4
Clc1ccc(-c2noc(/C=C/c3ccccc3)n2)cc1	-0.3	-9	3	0	0	-2	-5	3	-1
Cn1nc(C(=O)NCc2ccco2)c2ccccc2c1=O	-1.0	-3	9	5	6	2	6	5	2
O=C(NN(c1ccccc1)c1ccccc1)c1ccccc1F	-0.2	-4	2	1	2	6	-3	5	9
COc1ccc(-c2csc3ncn(-c4ccccc4OC)c(=O)c23)cc1OC	0.4	0	1	-3	3	-5	11	2	2
COCCNC(=S)N/N=C1\CC(C)CC(C)(C)C1 (stereo not given)	-3.1	-5	8	-6	6	-4	0	7	12
Cc1ccc(F)cc1NC(=O)c1cccc2nccnc12	-0.2	2	3	2	5	1	2	2	-1
CCc1ccccc1NC(=O)CC(=O)Nc1ccccc1CC	-2.1	-5	2	-2	14	-2	8	4	3
O=C(NCc1ccco1)C1CCCN(c2ncnc3c2nc2n3CCCCC2)C1 (stereo not given)	3.1	-7	1	-3	3	-2	3	6	-4
CCC(C)N(CCNC(=O)CC1Oc2ccccc2NC1=O)C1CCCCC1 (stereo not given)	-3.1	-2	2	-1	7	-2	29	-1	0
Cc1nonc1NC(=O)CSc1nc2ccccc2o1	3.6	0	-1	2	1	1	1	-4	6
O=C(CCNC(=O)c1ccc(Br)cc1)Nc1cccc(S(=O)(=O)N2CCCCC2)c1	-1.8	7	-5	-3	-1	1	6	-6	7
Cc1ccc(O)c(C2=NOC(O)(C(F)(F)F)C2)c1 (stereo not given)	-0.1	0	4	0	1	-1	-2	10	1
CCOc1ccc(C(C)=O)cc1COC(=O)CNC(=O)C12CC3CC(CC(C3)C1)C2	x	x	x	x	-2	6	-2	x	-2
O=C(CSc1ncn[nH]1)NN(c1ccccc1)c1ccccc1	0.9	-8	7	-2	-3	1	-1	0	6
Cc1cc(C(=O)Nc2ccc3[nH]ccc3c2)no1	1.9	0	9	0	4	2	0	6	-5
COc1cc(CO)cc(Br)c1OCc1cccnc1	1.1	-4	-5	2	5	8	2	-2	0
Cc1ccc(CC(=O)Nc2nccs2)cc1C	0.5	-10	2	1	7	-1	4	5	-5
CCn1cc(C(=O)NCCN(CC(C)C)CC(C)C)c(=O)c2cc(S(=O)(=O)N3CCOCC3)ccc21	-1.5	15	6	2	1	-4	-2	3	0
CCOC(=O)CSc1ccc2nnc(-c3ccncc3)n2n1	-2.8	2	2	2	1	14	4	3	5
Cc1c(OCC(=O)NCc2ccncc2)ccc2c3c(c(=O)oc12)CCC3	1.9	1	0	-3	-5	0	-1	3	3
CCOC(=O)N1CCC(NC(=O)CC2C(=O)NCCN2Cc2ccc(C)cc2)CC1 (stereo not given)	0.2	0	18	2	-2	3	7	16	-1

Bioassay records (PubChem BioAssay)

Only part of the results is shown; the hit share may differ from the screen's.
